PLK1 PBD inh: Plk1 (human) PBD binding inhibition. P53350. Plk1 PBD phosphopeptide binding, fluorescence polarization. inhibition, %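 (tested at about 20 µM)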. 0.13% of 97,000 active. AID 693; in the data active = inhibition above about 34%, passing the limit was not always enough
PLK1 kinase inh: inhibitors of human PLK1 kinase; P53350; recombinant PLK1 kinase, TR-FRET peptide phosphorylation; inhibition, % at 10 µM; 0.53% of 97,000 active; AID 619;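 active = inhibition of 50% or more in the single-concentration screen; inactive = inhibition below 50%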;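 note: 0% = DMSO max control and 100% = H-89 dihydrochloride min control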
VCAM1 TNFa inh: reduces TNF alpha induced VCAM1 expression in HUVEC | HUVEC TNFa-induced VCAM-1 immunofluorescence, high-content imaging | 0.48% of 95,000 active | inhibition, % at 2 µM;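 active = inhibition above the batch mean plus 3 SD, with images confirmed as a hit by eye, cut at about 37% in these data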;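 note: 0% = TNF-stimulated DMSO wells and 100% = unstimulated control wells; not every result past the cut was called active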
cytoskel mod: cytoskeleton assembly modification; AID 836; inhibition, % at 2 µM; 0.18% of 91,000 active; HUVEC TNFa F-actin phalloidin imaging, high content;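 active = inhibition above the batch mean plus 3 SD and confirmed as a hit by visual image inspection, cut at about 30% in these data, passing the limit was not always enough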; note: strong numbers were not always called active
IL1B cytotox: HUVEC cytotoxicity counter-screen, IL-1B stimulated; 0.41% of 94,000 active; AID 845; HUVEC cell count loss, Hoechst imaging; cell count reduction, % at 2 µM;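 active = cell count reduction more than 3 SD above the screen-wide mean, cut at about 70% in these data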;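 note: normalized per plate to untreated control cells as the no-loss baseline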
hDAT+cocaine: modulates human dopamine transporter uptake under cocaine. Q01959. LLC-PK1 hDAT cells, [14C]-dopamine uptake with cocaine IC80; actives deviate in either direction. B-score at 10 µM. 1.3% of 110,000 active. AID 449768;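 active = Z score or B-score, a plate-position-corrected score, falls beyond the plate's 99.7% confidence bounds, in either direction; inactive = both scores lie inside the 99.7% bounds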;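 note: scored against the spread of the other compound wells on the same plate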
Target sequence (Q01959 whole entry, looked up): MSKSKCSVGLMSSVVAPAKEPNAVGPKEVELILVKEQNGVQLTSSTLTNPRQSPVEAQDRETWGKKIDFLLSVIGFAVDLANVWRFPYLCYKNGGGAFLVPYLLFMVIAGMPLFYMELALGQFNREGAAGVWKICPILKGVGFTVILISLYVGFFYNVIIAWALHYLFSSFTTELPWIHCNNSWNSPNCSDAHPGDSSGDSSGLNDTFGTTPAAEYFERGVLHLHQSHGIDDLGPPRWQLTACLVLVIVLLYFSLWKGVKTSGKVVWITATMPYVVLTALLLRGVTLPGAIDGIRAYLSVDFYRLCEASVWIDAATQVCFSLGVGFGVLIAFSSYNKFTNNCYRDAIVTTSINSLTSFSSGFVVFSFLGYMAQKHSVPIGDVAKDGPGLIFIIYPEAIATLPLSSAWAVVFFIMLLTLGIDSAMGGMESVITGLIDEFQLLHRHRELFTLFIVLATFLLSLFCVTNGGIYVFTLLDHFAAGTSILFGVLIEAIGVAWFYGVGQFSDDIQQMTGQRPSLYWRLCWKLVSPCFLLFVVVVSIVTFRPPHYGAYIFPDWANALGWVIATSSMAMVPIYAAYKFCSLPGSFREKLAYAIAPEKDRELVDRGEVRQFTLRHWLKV
sEH inhibitor: inhibitors of human soluble epoxide hydrolase. recombinant human sEH enzymatic activity assay. inhibition, % at 2 µM. 0.34% of 91,000 active. AID 707; in the data active = inhibition above about 80%; note: values of inactives mirror those of a sister screen read the other way; many of its hits are not listed in these tables
TNFa cytotox: toxic to HUVEC cells under TNF alpha stimulation. HUVEC TNFalpha-stimulated, Hoechst cell count, imaging. cell count reduction, % at 2 µM. 0.17% of 93,000 active;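 active = cell count reduction exceeding the screen mean by over 5 SD, scaled to untreated wells per plate, cut at about 78% in these data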;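 note: cells counted after 24 h of TNF alpha exposure following the 1 h pretreatment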
Ecoli WT expand: blocks growth of wild type E. coli BW25113; 0.15% of 98,000 active; OD600 absorbance; AID 710; growth inhibition, % at 100 µM;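 active = growth inhibition above about 50% at one test dose, limit read from the data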;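 note: growth measured after 20 h incubation at 37 °C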
* marks the source's active call; other numbers are inactive results; . = no result given.

SMILES	PLK1 PBD inh	PLK1 kinase inh	VCAM1 TNFa inh	cytoskel mod	IL1B cytotox	hDAT+cocaine	sEH inhibitor	TNFa cytotox	Ecoli WT expand
COc1cc(/C=N/Nc2nn3cnnc3c3ccccc23)ccc1O	5	-2	0	18	-5	-0.32	2	-20	-2
Clc1cccc(-c2nnc(-c3ccccc3)o2)c1	5	-14	-12	-1	2	-1.4	-13	12	-1
CCn1c(=O)cc(SCC(=O)N2CCC(C)CC2)c2ccccc21	-11	-2	3	-18	3	1	0	0	-2
CCCOC(=O)c1cc(-c2ccc(/C=C3/C(=O)N(C)C(=O)C(C#N)=C3C)o2)ccc1Cl	-3	-7	-22	-8	0	.	14	8	.
CC1(C)CCCN(C(=O)N2c3ccccc3Sc3ccccc32)C1	35	-12	15	7	6	1.1	.	-11	6
O=C(NCCCNCCCNC(=O)c1ccccn1)c1ccccn1	-25	0	.	.	.	-0.74	-6	.	-4
O=C(C1CCC(=O)N1Cc1ccccc1Cl)N1CCN(c2cccc(Cl)c2)CC1 (stereo unspecified)	-2	-12	23	16	-65	1.4	-17	3	8
O=C(Cn1c(C(=O)N2CCN(C3CCCC3)CC2)cc2sccc21)c1ccccc1	3	-4	18	-22	-3	2.5*	3	24	4
COc1cc(NC(=O)CCc2nc(-c3cccs3)no2)cc(OC)c1OC	-12	-6	21	3	.	-1.3	10	-1	-3
COc1ccc(C(=O)Nn2c(SCC(=O)NCC3CCCO3)nc3ccccc3c2=O)cc1 (stereo unspecified)	-18	-3	11	0	-14	-8.4*	-2	-7	0
CC1(C)CC(=O)c2c(-c3cccs3)n[nH]c2C1	-10	-4	8	-4	-100	-0.19	17	-11	1
COC(=O)c1sccc1NC(=O)C1C2C=CC(O2)C1C(=O)O (stereo unspecified)	-2	-8	23	-12	-14	-0.57	-2	-14	8
CCCCOC(=O)CSc1nc2c(cc1C#N)C(=O)CC(C)(C)C2	9	-11	-17	0	-22	-1.3	1	2	1
N#CC1(Cc2ccc([N+](=O)[O-])cc2)c2ccccc2C=CN1C(=O)c1ccccc1 (stereo unspecified)	-21	-10	6	-9	-4	-0.0074	-12	0	-12
CCOC(=O)N1CCN(C(=O)CN(C2CCCCC2)S(=O)(=O)c2ccc(C)cc2)CC1	3	-18	-18	8	-5	0.44	-7	-26	5
COc1ccc(C2(C)NC(=O)N(CC(=O)Nc3ccc4c(c3)OCO4)C2=O)cc1OC (stereo unspecified)	11	-2	11	25	-7	0.41	-4	-16	-1
CCOC(=O)C1=C(C)NC(C)=C(C(=O)OCC)C1C(=O)OCC(=O)N1c2ccccc2CC1C (stereo unspecified)	15	-36	-4	-11	-35	-0.76	-15	9	-7
CSC1=C(C#N)C(c2ccccc2Cl)C2=C(N1)c1ccccc1C2=O (stereo unspecified)	-9	-18	-3	4	.	-0.18	-8	-14	-5
COC(=O)C(C)N1C(=O)S/C(=C/c2cc(C)n(-c3ccccn3)c2C)C1=O (stereo unspecified)	-14	3	13	-21	0	1.3	8	-21	-5
Cc1ccc(Nc2nc(C)c(CCC(C)C)c(=O)[nH]2)cc1	26	-11	5	-18	8	0.56	56	-8	3
O=C(O)C1CCCCC1C(=O)OCCCCOC(=O)C1CCCCC1C(=O)O (stereo unspecified)	18	-8	-1	15	-13	-0.32	6	-7	8
C/C(=N\NC(=O)C1CC1)c1ccc(Cl)c(Cl)c1	-15	-17	10	-7	6	0.4	1	-8	2
CCC(C)C(NC=C1C(=O)OC(C)(C)OC1=O)C(=O)O (stereo unspecified)	-3	-5	9	8	-3	0.75	8	-21	0
O=C(O)C1CC(=O)N(c2ccc(F)cc2)C1 (stereo unspecified)	13	-9	1	4	-23	-1.2	8	-10	-2

Pulled by compound from the entries so far (six):
SMILES	PLK1 PBD inh	PLK1 kinase inh	VCAM1 TNFa inh	cytoskel mod	IL1B cytotox	hDAT+cocaine	sEH inhibitor	TNFa cytotox	Ecoli WT expand
CCOC(=O)C1=C(C)NC(C)=C(C(=O)OCC)C1C(=O)OCC(=O)N1c2ccccc2CC1C (stereo unspecified)	15	-36	-4	-11	-35	-0.76	-15	9	-7
CCC(C)C(NC=C1C(=O)OC(C)(C)OC1=O)C(=O)O (stereo unspecified)	-3	-5	9	8	-3	0.75	8	-21	0
COC(=O)C(C)N1C(=O)S/C(=C/c2cc(C)n(-c3ccccn3)c2C)C1=O (stereo unspecified)	-14	3	13	-21	0	1.3	8	-21	-5
O=C(O)C1CC(=O)N(c2ccc(F)cc2)C1 (stereo unspecified)	13	-9	1	4	-23	-1.2	8	-10	-2
O=C(O)C1CCCCC1C(=O)OCCCCOC(=O)C1CCCCC1C(=O)O (stereo unspecified)	18	-8	-1	15	-13	-0.32	6	-7	8
Cc1ccc(Nc2nc(C)c(CCC(C)C)c(=O)[nH]2)cc1	26	-11	5	-18	8	0.56	56	-8	3

(cont.)
SMILES	PLK1 PBD inh	PLK1 kinase inh	VCAM1 TNFa inh	cytoskel mod	IL1B cytotox	hDAT+cocaine	sEH inhibitor	TNFa cytotox	Ecoli WT expand
N#CCSc1nc2c(c(=O)n1Cc1ccccc1)C1(CCCC1)Cc1ccccc1-2	12	-10	-9	0	5	-1.2	-18	-5	-19
COc1cccc(C2C(C(N)=O)=C(C)Nc3nc(CCCO)nn32)c1OC (stereo unspecified)	8	-4	11	12	-25	-1.4	-3	-20	4
O=C(Cn1cnc2c(nnn2Cc2ccc(F)cc2)c1=O)N1CCCc2ccccc21	4	-19	5	1	20	0.097	9	-26	.
Cc1cc(NC(=O)c2cc(-c3cccs3)on2)no1	6	-3	7	.	2	0.028	-3	-7	-3
COC(=O)c1sccc1NC(=O)CN(C)NS(=O)(=O)c1ccc(Cl)cc1	36	-5	6	17	-32	0.13	-1	-16	16
C=CC[n+]1c(-c2ccc(OC)cc2)csc1NNC(=O)Nc1ccccc1	-15	5	2	2	-133	-0.017	36	-7	2
COC(=O)c1ccccc1NC(=O)c1c(Br)cnn1C	-13	-6	6	6	-15	-0.47	10	-5	3
CCOC(=O)CC(/C(C)=N\O)c1ccccc1 (stereo unspecified)	-15	2	13	10	-18	-0.096	.	-22	0
CCOc1cc(/C=C2\C(=O)N(Cc3ccc(C)cc3)C(C)=C2C(=O)OC)ccc1O	6	-6	16	-3	-4	0.15	10	-18	-13
CS(=O)(=O)N1CCCC(C(=O)NCCc2ccc(Cl)cc2)C1 (stereo unspecified)	-14	-3	-20	0	-17	0.19	19	2	8
OC1(c2cccnc2)CCN(Cc2nnnn2C2CCCCC2)CC1	-26	0	6	-4	5	0.51	9	-10	0
Oc1ccccc1-c1cc(-c2ccco2)[nH]n1	-5	-1	4	.	-17	1.1	-2	-41	17
Cc1ccnc(Nc2nc(-c3c(C)nc4sccn34)cs2)c1	18	-16	15	-80	-58	0.79	9	-37	-13
CCN(CC)CCn1c(NCc2cc(OC)ccc2OC)nc2ccccc21	5	-5	-18	-2	-10	0.82	3	-18	.
O=C(CSc1nnc(CNc2ccc(Cl)cc2)o1)Nc1nc2ccccc2s1	-8	56*	-2	15	-16	-0.027	-6	-8	1
Cc1occc1-c1nnc(SCC(=O)NC2CCCC2)n1-c1ccccc1	2	-8	15	12	0	-0.41	3	7	.
Cn1c(N2CCOCC2)c(/C=N/OC(=O)c2ccc(F)cc2)c2ccccc21	-19	-4	7	8	-50	-0.39	3	-11	16
CN(C(=O)c1ccccn1)c1nnc(-c2ccncc2)s1	-19	-6	1	-1	-15	.	-2	4	.
CCOC(=O)C1(C)NC(c2ccc(N(C)C)cc2)C2C(=O)N(CC)C(=O)C21 (stereo unspecified)	10	-13	-5	10	2	-0.027	-3	0	1
COc1cc2c3c(c1)-c1c(sn(-c4cc(OC)ccc4OC)c1=S)C(C)(C)N3C(=O)C2=O	-11	0	-6	-32	-4	-0.43	13	9	-10
CNC(=O)C1CCC(=O)N1Cc1ccccc1Cl (stereo unspecified)	-6	-4	2	4	7	0.1	-7	-4	-3
O=C(CCNS(=O)(=O)c1cccc2nsnc12)N1CCc2ccccc21	-16	-12	-10	-4	-7	0.25	-13	.	4
COc1cccc(CNc2nc3nc4c(c(=O)n3[nH]2)CCC4)c1	12	-1	15	13	4	0.19	4	-4	3
CC(=O)c1cc(-c2ccc(F)cc2)n(CCC(=O)Nc2cc(C)[nH]n2)c1C	-4	-9	10	-15	35	-0.93	-11	18	6
CCc1c(C)[nH]c2ccc(C)cc2c1=O	27	-4	.	.	-31	-0.79	10	.	1
Cc1cccnc1NC(=S)NC(=O)/C=C/c1ccco1	-7	-4	25	-15	3	0.2	-5	-2	-1
C=CCN1CN(S(=O)(=O)c2cccs2)c2nc3ccccc3nc21	1	-7	25	-40	-14	-0.97	-11	14	1
O=C(NCCN1CCOCC1)c1csc2c1CCCC2	6	-17	2	2	10	0.92	23	-13	3
O=C1C2C3C=CC([C@@H]2C(=O)N1c1nccs1)C31CC1 (stereo partly specified)	-17	-9	6	-9	1	1.4	-3	-34	-1
CCN(c1cccc(C)c1)S(=O)(=O)c1ccc2c(c1)CCN2C(C)=O	14	-10	-8	-2	-8	0.098	15	.	2
COC(=O)c1sc(NC(=O)COc2ccccc2OC)nc1C	22	-5	8	5	-1	-0.53	8	-7	-3
CCN(CC)S(=O)(=O)c1cccc(-c2nnc(SCC(=O)NC3CCCC3)n2N)c1	7	-8	4	9	-94	-1.3	-14	6	6
COc1cccc(-c2noc(C3CCCN(S(=O)(=O)c4cccc(Cl)c4C)C3)n2)c1 (stereo unspecified)	3	-14	-2	21	.	0.45	.	-11	-27
Cc1cccc(OCCCC(=O)NC(C)c2ccccc2)c1 (stereo unspecified)	-1	-6	8	-13	-15	-1.1	3	-2	3

Quoted from the listing:
COC(=O)c1sc(NC(=O)COc2ccccc2OC)nc1C @ TNFa cytotox = -7
Cc1cccc(OCCCC(=O)NC(C)c2ccccc2)c1 (stereo unspecified) @ TNFa cytotox = -2

Screens (PubChem BioAssay)
